Compound activity (PubChem BioAssay)
D1 antag: Antagonist of Human D 1 Dopamine Receptor: qHTS; D(1A) dopamine receptor (Homo sapiens), P21728; HEK293 TREx D1 cells, calcium flux, dopamine EC80; active compounds read low; activity change, negative = inhibition, % at 10 µM; actives 3.2% (n = 360,000); AID 504652, 2011; in the data active = activity change below about -30%; note: % is set by controls: 0 for no effect and ±100 for the full control effect
Target sequence (P21728 whole entry, looked up): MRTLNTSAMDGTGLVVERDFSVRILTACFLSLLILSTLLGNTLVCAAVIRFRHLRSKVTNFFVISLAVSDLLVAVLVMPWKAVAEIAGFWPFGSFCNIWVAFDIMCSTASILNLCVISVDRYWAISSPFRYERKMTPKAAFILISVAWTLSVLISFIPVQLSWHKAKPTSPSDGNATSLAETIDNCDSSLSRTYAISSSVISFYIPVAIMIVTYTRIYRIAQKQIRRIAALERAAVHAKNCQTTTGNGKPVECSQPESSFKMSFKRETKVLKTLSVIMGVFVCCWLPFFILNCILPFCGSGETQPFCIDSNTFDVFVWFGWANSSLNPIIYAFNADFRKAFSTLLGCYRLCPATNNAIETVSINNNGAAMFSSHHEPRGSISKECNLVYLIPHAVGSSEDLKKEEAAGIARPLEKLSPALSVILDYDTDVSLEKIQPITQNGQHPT
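HEK293 T-REx cells expressing inducible, force-coupled D1 receptor; no-wash Ca dye, 30–90 min RT. Cmpd → 180 s read at 1 Hz → EC80 DA → 180 s read.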
D2 PAM: HTS Assay for Positive Allosteric Modulators of the Human D2 Dopamine Receptor: Primary Screen for Potentiators; D(2) dopamine receptor (Homo sapiens), P14416; HEK293 T-REx D2, calcium flux, EC20 dopamine potentiation; potentiation, % at 10 µM; actives 0.34% (n = 340,000);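 active = potentiation over 3 SD above the plate norm, cut at about 30% in these data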; note: 0% is about no effect
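Cells plated with tetracycline inducer and held overnight at 30 C; calcium dye loaded 30–90 min at room temperature; baseline taken, compound added and read 180 s; EC20 dopamine then added and read 180 s.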
D1 PAM: Potentiators of Human D1 Dopamine Receptor: qHTS; D(1A) dopamine receptor (Homo sapiens), P21728; HEK293 TREx D1 cells, calcium flux, dopamine EC20 potentiation; potentiation, % at 10 µM; actives 0.036% (n = 360,000); AID 504651, 2011; in the data active = potentiation above about 30%; note: 0% is about no effect
D2 ag: HTS Assay for Allosteric Agonists of the Human D2 Dopamine Receptor: Primary Screen for Agonists; HEK293 T-REx D2 cells, calcium flux agonist mode; AID 485358, 2010; activation, % at 2 µM; D(2) dopamine receptor (Homo sapiens), P14416; actives 0.53% (n = 340,000);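 active = activation over 3 SD above normal in the single-dose calcium agonist read, cut at about 30% in these data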; note: 0% is about no effect
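In this primary screen, compounds producing a positive calcium signal within 180 s of addition to tetracycline-induced, force-coupled HEK293 Trex D2 cells are flagged; cells are dye-loaded with a no-wash calcium kit beforehand.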
RXFP1 antag: qHTS Assay for Antagonists of the Relaxin Receptor RXFP1. actives 0.59% (n = 350,000). activity change, negative = inhibition, % at 57.5 µM. AID 1259400, 2018. HEK293-RXFP1, relaxin-stimulated cAMP HTRF, 30 min; active compounds read low;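 active = activity change of -60% or lower, but not beyond a set lower limit; inconclusive = change between -60% and -40%, or beyond the set limit; inactive = change above -40%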; note: % is set by controls: 0 for no effect and ±100 for the full control effect
TRHR enhancer: qHTS for Small Molecule Agonists and Allosteric Enhancers of Human TRH Receptor: Primary Screen for Enhancers | TRHR cells, fluo-8 calcium fluorescence, EC20 TRH enhancement | enhancement, % at 2 µM | actives 0.66% (n = 360,000); in the data active = enhancement above about 30%; note: 0% is about no effect
Target sequence (P34981 whole entry, looked up): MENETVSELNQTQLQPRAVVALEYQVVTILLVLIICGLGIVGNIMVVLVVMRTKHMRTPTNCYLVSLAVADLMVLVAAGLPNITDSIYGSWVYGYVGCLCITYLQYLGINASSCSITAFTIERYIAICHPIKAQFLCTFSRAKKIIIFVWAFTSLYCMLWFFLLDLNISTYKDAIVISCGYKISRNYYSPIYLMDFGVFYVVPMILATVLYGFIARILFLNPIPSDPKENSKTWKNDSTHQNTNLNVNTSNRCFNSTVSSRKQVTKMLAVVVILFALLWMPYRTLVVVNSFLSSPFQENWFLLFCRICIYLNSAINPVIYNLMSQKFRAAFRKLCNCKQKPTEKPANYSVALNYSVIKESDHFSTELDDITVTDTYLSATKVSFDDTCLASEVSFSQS
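TRHR-expressing cells loaded with fluo-8 calcium dye were read kinetically (ex 480/em 530) during compound addition, then stimulated with an EC20 of TRH (10 nM final). Enhancement of the Gq-mediated intracellular calcium response was scored.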
D2 antag: HTS Assay for Allosteric Antagonists of the Human D2 Dopamine Receptor: Primary Screen for Antagonists; actives 2% (n = 340,000); HEK293 TREx D2 cells, calcium flux, dopamine EC80; inhibition, % at 10 µM; in the data active = inhibition above about 30%; note: 0% is about no effect
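Antagonism is scored as inhibition of an EC80 dopamine-evoked calcium signal in a force-coupled, tetracycline-inducible HEK293 T-REx D2 line, with compound present 180 s before agonist.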
RXFP1 agonist: qHTS Assay for Agonists of the Relaxin Receptor RXFP1. Potency, µM (titrated, usually from 57.5 µM), without a hit: at the top dose activation, usual class: activators. AID 2676, 2010. actives 0.3% (n = 370,000). HEK293T-RXFP1 cAMP TR-FRET, 30 min; response scale: percent of porcine relaxin response, buffer zero; active = well fitted activation curve with a large enough effect; inconclusive = small, poorly fitted or top-dose-only effect; note: potency is the fitted concentration of half-maximal effect; % is set by controls: 0 for no effect and ±100 for the full control effect; nearly all actives have a fitted effect of over 60% in size; many of its hits are not listed in these tables
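HEK293T cells stably expressing RXFP1 were pretreated with the PDE4 inhibitor Ro 20174, exposed to compounds for 30 min at 37C, lysed, and cAMP was read by TR-FRET. Data normalized to buffer (basal) and 29 nM porcine relaxin (100%).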
D1 ag: Allosteric Agonists of the Human D1 Dopamine Receptor: qHTS; AID 504660, 2011; D(1A) dopamine receptor (Homo sapiens), P21728; activation, % at 2 µM; actives 1% (n = 360,000); HEK293 T-REx D1 cells, calcium flux, agonist mode; in the data active = activation above about 30%; note: 0% is about no effect
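Tetracycline-induced HEK293 TREx D1 cells, force-coupled to calcium signalling, were dye-loaded with a no-wash calcium kit. Compound was pin-added after a 10 s baseline. Fluorescence was read kinetically at 1 cycle/s for 180 s, with calcium rises flagged as agonism.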
* marks the source's active call; other numbers are inactive results; ? = inconclusive; . = not tested or not shown. The list is partial (hit frequency here may not be typical).

Short keys: A = D1 antag; B = D2 PAM; C = D1 PAM; D = D2 ag; E = RXFP1 antag; F = TRHR enhancer; G = D2 antag; H = RXFP1 agonist; I = D1 ag
1	Cc1nn(CC(=O)NC(C)CCc2ccccc2)c(=O)c2nn(-c3ccccc3)c(C)c12 (stereo not given)
  A: 6.7 | B: 4.0 | C: -3.7 | D: -0.3 | E: 8.7 | F: -6.6 | G: -6.3 | H: 1.7% | I: -0.1
2	CN1CCN(C(CC(=O)Nc2cccc(O)c2)C(=O)O)CC1 (stereo not given)
  A: 2.9 | B: 6.1 | C: -3.2 | D: 0.2 | E: . | F: -5.1 | G: 13.2 | H: -2.7% | I: 0.7
3	O=C(c1cccc(Cl)c1)N1CCN(CCc2ccccn2)CC1
  A: 9.1 | B: -1.3 | C: 0.9 | D: -0.2 | E: 1.0 | F: 1.3 | G: . | H: 0.1% | I: 4.3
4	CC(C)(C)NC(=O)COC(=O)/C=C/c1ccc(F)cc1
  A: -20.6 | B: 4.0 | C: -7.7 | D: -0.7 | E: 1.3 | F: 6.6 | G: 7.3 | H: 0.1% | I: 6.4
5	COc1cc(-c2nc(C)c(C(C)=O)n2O)ccc1OCC(=O)Nc1ccc(Cl)cc1
  A: -5.1 | B: . | C: -6.2 | D: -0.3 | E: -6.4 | F: -1.0 | G: 7.7 | H: 0.4% | I: -0.2
6	O=C(Nc1ccc(Br)cc1)c1ccccc1CC[N+](=O)[O-]
  A: -6.3 | B: -0.3 | C: -10.0 | D: 0.1 | E: -5.4 | F: 11.5 | G: 28.7 | H: 1.6% | I: 4.3
7	O=C(NC1CCN(C(=S)NCc2ccco2)CC1)C12CC3CC(CC(C3)C1)C2
  A: 5.6 | B: 0.0 | C: -7.0 | D: -4.8 | E: 0.6 | F: 3.7 | G: 11.0 | H: 0.3% | I: 1.6
8	CNC(=S)NNC(=O)c1cn(C)nc1C
  A: 6.7 | B: -7.6 | C: 0.8 | D: -0.6 | E: 6.7 | F: 8.3 | G: -0.9 | H: 1.0% | I: 1.7
9	CC1(C)C2CCC(C2)C1(C)NC(=O)CNCc1cccs1 (stereo not given)
  A: -20.1 | B: -11.2 | C: -5.5 | D: 23.9 | E: -7.9 | F: -1.7 | G: 28.2 | H: -1.2% | I: 5.2
10	CCOC(=O)C1=NNC(C(=O)c2ccc(C)cc2)C1c1ccc(OC)cc1 (stereo not given)
  A: -5.4 | B: 10.2 | C: -5.8 | D: -0.6 | E: -11.8 | F: 1.4 | G: -8.0 | H: 0.7% | I: 0.1
11	COc1ccc(C=O)cc1Cn1ccnc1
  A: -22.3 | B: -0.4 | C: 0.5 | D: 0.6 | E: -3.5 | F: -11.0 | G: 12.2 | H: -0.9% | I: 3.9
12	COc1ccc(-n2ncc(C(=O)NCc3ccc4c(c3)OCO4)c2C2CCN(C(=O)OC(C)(C)C)CC2)cc1
  A: 11.8 | B: -1.4 | C: 1.6 | D: 0.0 | E: -33.3 | F: 1.7 | G: . | H: -1.1% | I: 8.0
13	Cn1nc(C(=O)N2CCCC2)c2ccccc2c1=O
  A: 5.1 | B: 2.1 | C: 2.2 | D: -1.2 | E: 2.6 | F: 5.3 | G: -2.9 | H: 1.2% | I: 3.8
14	CCCc1cc(C(=O)N2CCCC(Cc3cccc(Cl)c3)(C(=O)OCC)C2)n(C)n1 (stereo not given)
  A: -4.0 | B: -7.1 | C: -0.1 | D: -0.6 | E: -63.7* | F: -5.3 | G: -4.7 | H: -7.0% | I: -0.8
15	CC(C)N(Cc1nc(-c2ccccc2)no1)C(=O)CN1C(=O)c2ccccc2C1=O
  A: -7.4 | B: 35.8* | C: -1.9 | D: 0.3 | E: 6.1 | F: 1.7 | G: -5.6 | H: -0.5% | I: 1.2
16	CCOc1cc(/C=N/n2c(C)nnc2C)ccc1O
  A: 7.1 | B: 20.1 | C: 4.0 | D: 0.6 | E: 3.0 | F: -3.7 | G: 6.3 | H: 3.6% | I: 1.7
17	CC(C)(C)NC(=O)CN(C(=O)C1CSC(=O)C1)c1ccc2c(c1)OCCO2 (stereo not given)
  A: -36.1* | B: 11.6 | C: 1.2 | D: -0.1 | E: 11.5 | F: -0.2 | G: 19.7 | H: 0.4% | I: -1.3
18	COc1ccc(CNC(=O)Nc2cn(CC(C)C)c(=O)c3ccccc23)c(OC)c1
  A: -3.9 | B: -4.6 | C: -0.5 | D: 0.6 | E: 2.0 | F: -2.7 | G: . | H: 1.7% | I: 1.9
19	Cc1ccc(OCCOCCn2cnc3ccccc3c2=O)c([N+](=O)[O-])c1
  A: 18.8 | B: -0.8 | C: 3.2 | D: 0.1 | E: -3.9 | F: 3.0 | G: 0.5 | H: -0.1% | I: 3.2
20	CC1CCCCC1NC(=O)CCCCCn1c(=S)[nH]c2ccccc2c1=O (stereo not given)
  A: 3.3 | B: -0.8 | C: 1.5 | D: 1.6 | E: ? | F: 5.5 | G: 10.8 | H: 3.1% | I: 2.9
21	CCCn1c(=O)n(CC(=O)NCC2CCCO2)c(=O)c2c3c(sc21)COC(C)(C)C3 (stereo not given)
  A: -9.1 | B: 3.1 | C: 0.3 | D: 1.1 | E: -3.0 | F: 3.2 | G: -4.5 | H: 4.6% | I: 0.7
22	COc1cc2[nH]c(=O)n(CCCCCC(=O)N3CCN(c4ccc(Cl)cc4)CC3)c(=O)c2cc1OC
  A: 3.7 | B: 9.7 | C: -0.6 | D: -0.4 | E: -9.6 | F: -0.7 | G: . | H: -0.5% | I: 2.3
23	Cc1ccc2nc(-c3cccnc3)cc(C(=O)N3CCN(c4ccc([N+](=O)[O-])cc4)CC3)c2c1
  A: 4.6 | B: -10.7 | C: 0.4 | D: 0.3 | E: -18.8 | F: -0.6 | G: 22.1 | H: 3.4% | I: 0.7
24	CC(C)(C)OC(=O)NCCCCCc1nnc(SCc2ccccc2F)o1
  A: -24.7 | B: . | C: -2.4 | D: . | E: -3.4 | F: -1.4 | G: . | H: -2.6% | I: 11.5
25	COc1ccc(OCC(=O)N2CCN(C(=O)c3cccc(OC)c3OC)CC2)cc1
  A: 3.2 | B: -4.5 | C: -1.1 | D: 0.5 | E: . | F: -4.8 | G: . | H: 5.0% | I: -1.8
26	CCCOc1ccc(C(=O)NNC(=S)NC(=O)CC)cc1
  A: -71.3* | B: -10.8 | C: -21.4 | D: 0.1 | E: 28.4 | F: -20.8 | G: 72.4* | H: 0.8% | I: -0.5

Arranged by length of the SMILES (rising): 11 of the compounds above
Short keys: A = D1 antag; B = D2 PAM; C = D1 PAM; D = D2 ag; E = RXFP1 antag; F = TRHR enhancer; G = D2 antag; H = RXFP1 agonist; I = D1 ag
16	CCOc1cc(/C=N/n2c(C)nnc2C)ccc1O
  A: 7.1 | B: 20.1 | C: 4.0 | D: 0.6 | E: 3.0 | F: -3.7 | G: 6.3 | H: 3.6% | I: 1.7
9	CC1(C)C2CCC(C2)C1(C)NC(=O)CNCc1cccs1 (stereo not given)
  A: -20.1 | B: -11.2 | C: -5.5 | D: 23.9 | E: -7.9 | F: -1.7 | G: 28.2 | H: -1.2% | I: 5.2
4	CC(C)(C)NC(=O)COC(=O)/C=C/c1ccc(F)cc1
  A: -20.6 | B: 4.0 | C: -7.7 | D: -0.7 | E: 1.3 | F: 6.6 | G: 7.3 | H: 0.1% | I: 6.4
2	CN1CCN(C(CC(=O)Nc2cccc(O)c2)C(=O)O)CC1 (stereo not given)
  A: 2.9 | B: 6.1 | C: -3.2 | D: 0.2 | E: . | F: -5.1 | G: 13.2 | H: -2.7% | I: 0.7
20	CC1CCCCC1NC(=O)CCCCCn1c(=S)[nH]c2ccccc2c1=O (stereo not given)
  A: 3.3 | B: -0.8 | C: 1.5 | D: 1.6 | E: ? | F: 5.5 | G: 10.8 | H: 3.1% | I: 2.9
10	CCOC(=O)C1=NNC(C(=O)c2ccc(C)cc2)C1c1ccc(OC)cc1 (stereo not given)
  A: -5.4 | B: 10.2 | C: -5.8 | D: -0.6 | E: -11.8 | F: 1.4 | G: -8.0 | H: 0.7% | I: 0.1
18	COc1ccc(CNC(=O)Nc2cn(CC(C)C)c(=O)c3ccccc23)c(OC)c1
  A: -3.9 | B: -4.6 | C: -0.5 | D: 0.6 | E: 2.0 | F: -2.7 | G: . | H: 1.7% | I: 1.9
15	CC(C)N(Cc1nc(-c2ccccc2)no1)C(=O)CN1C(=O)c2ccccc2C1=O
  A: -7.4 | B: 35.8* | C: -1.9 | D: 0.3 | E: 6.1 | F: 1.7 | G: -5.6 | H: -0.5% | I: 1.2
1	Cc1nn(CC(=O)NC(C)CCc2ccccc2)c(=O)c2nn(-c3ccccc3)c(C)c12 (stereo not given)
  A: 6.7 | B: 4.0 | C: -3.7 | D: -0.3 | E: 8.7 | F: -6.6 | G: -6.3 | H: 1.7% | I: -0.1
22	COc1cc2[nH]c(=O)n(CCCCCC(=O)N3CCN(c4ccc(Cl)cc4)CC3)c(=O)c2cc1OC
  A: 3.7 | B: 9.7 | C: -0.6 | D: -0.4 | E: -9.6 | F: -0.7 | G: . | H: -0.5% | I: 2.3
12	COc1ccc(-n2ncc(C(=O)NCc3ccc4c(c3)OCO4)c2C2CCN(C(=O)OC(C)(C)C)CC2)cc1
  A: 11.8 | B: -1.4 | C: 1.6 | D: 0.0 | E: -33.3 | F: 1.7 | G: . | H: -1.1% | I: 8.0
